Assay outcomes as filed in PubChem BioAssay.
APJ ag – agonists of human APJ apelin receptor. P35414. CHO-K1 APJ PathHunter beta-arrestin, luminescence; 0% DMSO wells, 100% apelin. activation, % at 20 µM. hit rate 0.11% among 330,000. AID 2520;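 active means activation more than six SD over the plate average, tested at 20 µM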;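 further: 0% = DMSO alone and 100% = apelin-13 at 10 nM; some results filed as inactive read as strong as hits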
Target sequence (P35414 whole entry, looked up): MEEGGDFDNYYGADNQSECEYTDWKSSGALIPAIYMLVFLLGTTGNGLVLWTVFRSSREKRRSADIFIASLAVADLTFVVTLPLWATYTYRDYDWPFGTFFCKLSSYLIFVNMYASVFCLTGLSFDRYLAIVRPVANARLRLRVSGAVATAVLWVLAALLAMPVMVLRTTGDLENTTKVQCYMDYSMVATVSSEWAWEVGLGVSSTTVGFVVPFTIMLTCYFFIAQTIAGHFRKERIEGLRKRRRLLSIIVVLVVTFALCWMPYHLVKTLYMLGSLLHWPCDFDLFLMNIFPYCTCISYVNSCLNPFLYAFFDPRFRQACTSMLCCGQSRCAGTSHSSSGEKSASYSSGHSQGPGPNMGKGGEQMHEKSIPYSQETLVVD
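Assay system: CHO-K1 cells stably expressing ProLink-tagged human APJ and arrestin–beta-gal acceptor. Compound dosing: 20 µM single point, 1% DMSO. Times: 16-18 h seeding, 90 min dark compound exposure, 60 min detection. Detection: beta-gal luminescence. Evaluation: APJ–arrestin association signal. Controls: negative DMSO alone, positive Apelin-13 at 10 nM.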
CHOP UPR activ – activators of apoptotic arm of unfolded protein response (CHOP); CHO-CHOP luciferase reporter, UPR activation, luminescence; percent of tunicamycin response over DMSO baseline; activation, % at 10 µM; hit rate 0.34% among 330,000; AID 449763;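 active means at 10 µM dose, activation of 40% or more, normalized to positive control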;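 further: 100% = tunicamycin at 10 µg/mL and 0% = DMSO alone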
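Dosing – one dose, 10 µM in 0.5% DMSO · System – CHO-CHOP cells, stable luciferase reporter of PERK-eIF2a-CHOP signalling · Input – 500 cells/well · Control set – tunicamycin 10 µg/mL final as positive, DMSO-only wells as negative · Timing – 6 h compound treatment, 37 °C · Measure – % activation vs tunicamycin · Technique – luminescence read with Steady-Glo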
tim10-1 inh – growth inhibitors of tim10-1 mutant yeast | S. cerevisiae tim10-1 ts strain growth, BacTiter-Glo, 24 h | inhibition, % at 20 µM | hit rate 2.2% among 330,000;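 active means inhibition of at least 40%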;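 further: mutant grown at 25 °C; 0% = DMSO wells with yeast and 100% = wells holding no yeast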
XBP1 UPR activ – activators of adaptive arm of unfolded protein response (XBP1) | hit rate 0.33% among 330,000 | CHO-XBP1 luciferase reporter, IRE1-XBP1 UPR activation, luminescence; percent of tunicamycin response, DMSO as zero | activation, % at 20 µM;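 active means versus positive control, 20 µM dose yields 30% or more activation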;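 further: 100% = tunicamycin at 10 µg/mL and 0% = DMSO only wells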
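Assay system: IRE1-XBP1 luciferase reporter CHO line. Input: 1000 cells/well. Buffer or medium: F12 with 10% serum. Doses: 20 µM, 1% DMSO. Times: overnight seeding at 37 °C, 6 h compound treatment at 37 °C. Technique: Steady-Glo luciferase glow luminescence, 10 min after reagent addition.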
NLRP3 yeast inh – blocks the NALP3 inflammasome reconstituted in yeast; hit rate 0.39% among 330,000; inhibition, % at 10 µM; Yeast reconstituted NLRP3/ASC/caspase-1, beta-gal luminescence, 24 h;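 active means inhibition of 50% or more; inactive means inhibition below 50%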;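 further: plate controls were induced DMSO wells for no effect and uninduced yeast grown without galactose for full effect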
Mdm2-MdmX inh – disrupts the human Mdm2-MdmX interaction; O15151+Q00987; SaOS-2 split-luciferase Mdm2/MdmX complementation, luminescence; inhibition, % at 8 µM; hit rate 3% among 330,000; AID 485346;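 active means inhibition of at least 50% at 8 µM in the primary screen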
tim23-1 inh – inhibits growth of tim23-1 mutant yeast; hit rate 1.3% among 330,000; inhibition, % at 20 µM; S. cerevisiae tim23-1 growth, BacTiter-Glo luminescence, 24 h;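 active means growth inhibition of the mutant yeast at or above 50%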;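 further: temperature-sensitive mutant grown at 25 °C; plate controls were DMSO-treated mutant yeast for no effect and medium wells lacking yeast for full effect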
TIM10 inh – TIM10 yeast growth inhibition | S. cerevisiae TIM10 strain growth, BacTiter-Glo luminescence, 24 h | hit rate 1.4% among 330,000 | inhibition, % at 10 µM;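 active means inhibition of 40% or more at the single tested concentration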;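 further: wild-type TIM10 isogenic control strain grown at permissive 25 °C; 0% = DMSO yeast wells and 100% = minimal medium wells without yeast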
GRIN3A LBD mod – modulators (binders) of human NR3A ligand-binding domain | NR3A LBD differential scanning fluorimetry, Tm shift; 0% = protein alone, 100% = glycine-bound protein | Tm shift relative to glycine control, % at 25 µM | hit rate 2.5% among 340,000 | AID 1259313;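 active means melting temperature shift of at least 10% of the positive control shift, at one fixed dose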
Starred values were filed as active, the others as inactive; · = not tested or not shown.

1: CCN1C(=S)SC(=O)C1=C1C=C(C)N(Cc2ccco2)C(C)=C1
2: Cc1ccc(-c2cccc(CN3CCN(C(C)C)C(CCO)C3)c2)o1 (stereo unspecified)
3: O=C(Oc1ccc(Br)cc1C(=S)N1CCOCC1)c1ccccc1
4: O=C(O)C1=C[C@H](c2ccc3c(c2)OCO3)C[C@H](OCCCCO)O1
5: Cc1onc(-c2ccccc2)c1C(=O)Nc1nc(-c2ccc(F)c(F)c2)cs1
6: CCn1c(CC(=O)Nc2ccccc2F)nnc1SCC(=O)Nc1nncs1
7: Cc1onc(-c2ccccc2)c1C(=O)OCC(=O)NCc1ccc(F)cc1
8: O=C(NCCc1ccccc1)c1ccnc(/C=N/O)c1
compound no.,1,2,3,4,5,6,7,8
APJ ag,-7,-4,-1,-2,-3,4,-4,-1
CHOP UPR activ,2.8,1.4,0.6,1.9,2.3,0.4,-0.2,-1.9
tim10-1 inh,23,3,18,10,36,-18,4,8
XBP1 UPR activ,-1,-3,-7,-1,1,6,-4,6
NLRP3 yeast inh,32,-4,27,16,8,-2,33,4
Mdm2-MdmX inh,-60,2,-8,-4,30,-1,18,10
tim23-1 inh,20,4,33,10,-3,-6,3,16
TIM10 inh,10,9,2,16,16,0,13,10
GRIN3A LBD mod,3,-1,-1,0,0,0,0,2

9: CC(C)Cc1ccc(C(C)C(=O)Nc2ccc(O)cc2)cc1 (stereo unspecified)
10: CCOc1cc(/C=N/NC(=O)Cc2ccc(C(F)(F)F)cc2[N+](=O)[O-])ccc1O
11: O=C(CSc1ccc(-c2ccccn2)nn1)Nc1cccc(F)c1
12: CCCC(C(=O)Nc1ccc(S(=O)(=O)N2CCCC2)cc1)c1ccccc1 (stereo unspecified)
13: C=CCNC(=O)c1ccccc1NC(=O)C1COc2ccccc2O1 (stereo unspecified)
14: CS(=O)(=O)c1cccc(C(=O)Nc2ccc(-c3nc4ccccc4[nH]3)cc2)c1
15: CC1=CC(C)(C)N2C(=O)C3(C(C#N)=C(N)OC4=C3C(=O)CC(C)(C)C4)c3cccc1c32 (stereo unspecified)
16: CC(=O)c1c(C)n(-c2ccc(Br)cc2)c2ccc(O)cc12
compound no.,9,10,11,12,13,14,15,16
APJ ag,2,-2,1,1,-3,1,-6,-2
CHOP UPR activ,-1.3,-0.2,2.3,2.7,-1.9,1.3,1.3,-0.7
tim10-1 inh,3,-14,22,23,13,-34,0,-4
XBP1 UPR activ,-2,-2,-3,-2,1,0,2,-2
NLRP3 yeast inh,7,-26,26,29,8,15,-4,21
Mdm2-MdmX inh,4,2,38,-9,4,28,2,42
tim23-1 inh,1,-11,48,27,-1,-37,2,-1
TIM10 inh,-55,-6,6,18,12,-29,3,-17
GRIN3A LBD mod,-4,1,-2,2,0,32*,·,2

Ordered by heavy-atom count (ascending): part of the list above
9: CC(C)Cc1ccc(C(C)C(=O)Nc2ccc(O)cc2)cc1 (stereo unspecified)
11: O=C(CSc1ccc(-c2ccccn2)nn1)Nc1cccc(F)c1
13: C=CCNC(=O)c1ccccc1NC(=O)C1COc2ccccc2O1 (stereo unspecified)
14: CS(=O)(=O)c1cccc(C(=O)Nc2ccc(-c3nc4ccccc4[nH]3)cc2)c1
10: CCOc1cc(/C=N/NC(=O)Cc2ccc(C(F)(F)F)cc2[N+](=O)[O-])ccc1O
compound no.,9,11,13,14,10
APJ ag,2,1,-3,1,-2
CHOP UPR activ,-1.3,2.3,-1.9,1.3,-0.2
tim10-1 inh,3,22,13,-34,-14
XBP1 UPR activ,-2,-3,1,0,-2
NLRP3 yeast inh,7,26,8,15,-26
Mdm2-MdmX inh,4,38,4,28,2
tim23-1 inh,1,48,-1,-37,-11
TIM10 inh,-55,6,12,-29,-6
GRIN3A LBD mod,-4,-2,0,32*,1

More records follow:
17: COc1cccc(C(=O)N2CCN(c3ncccn3)CC2)c1
18: CC(C)S(=O)(=O)C/C(N)=N/OS(=O)(=O)c1ccc(Cl)cc1
19: CC(C)(C)NC(=S)N1CCC(C(=O)c2ccc(F)cc2)CC1
20: COc1ccc(C2CCCN2C(=S)Nc2cccc(C)c2C)cc1OC (stereo unspecified)
21: COc1ccc2oc(C(=O)N3CCCc4ccccc43)c(C)c2c1
22: Cc1cccc(S(=O)(=O)Nc2nc3ccccc3nc2Nc2cccc(C(=O)O)c2)c1
23: CCOC(=O)c1cn2nc(-c3ccc(OC)cc3)cc2nc1C1CCN(C(=O)OC(C)(C)C)CC1
24: CC(=O)c1cc(CN2CCN(CC=C(C)C)C(CCO)C2)cs1 (stereo unspecified)
compound no.,17,18,19,20,21,22,23,24
APJ ag,-4,2,-4,-1,3,-4,-3,-5
CHOP UPR activ,-2.4,-0.8,6.0,0.3,5.3,1.5,0.4,0.4
tim10-1 inh,14,4,9,8,28,15,36,1
XBP1 UPR activ,-2,0,-1,-2,2,-5,-2,-2
NLRP3 yeast inh,5,5,16,11,19,10,17,8
Mdm2-MdmX inh,4,-6,18,20,-58,19,37,-3
tim23-1 inh,6,10,14,13,30,15,27,8
TIM10 inh,-24,14,-4,23,11,8,-2,3
GRIN3A LBD mod,2,2,1,-1,-1,-1,2,-1

25: C=C(C)Cc1c(C)c(C#N)c2nc3ccccc3n2c1N1CCCCC1
26: COc1cccc(CNC(=O)CCNS(=O)(=O)c2ccc(Br)s2)c1
27: CN(Cc1nc(-c2ccccc2)no1)C(=O)c1ccc2c(c1)OCO2
28: COC(=O)N/N=C/C1=CCC2CC1C2(C)C (stereo unspecified)
29: COCCn1c(SCC(=O)NCCCN2CCCC2=O)nc2ccccc2c1=O
30: Cc1cccc(N2CCN(C(=O)Cn3nc(C)n4cccc4c3=O)CC2C)c1 (stereo unspecified)
31: C[C@H]1CN=C(Nc2ccccc2)N1CCc1ccccc1
32: Cc1ccc(C(=O)Nc2ccncc2)cc1S(=O)(=O)N1CCOCC1
compound no.,25,26,27,28,29,30,31,32
APJ ag,1,-1,-2,-1,-1,-2,2,0
CHOP UPR activ,-0.3,1.3,0.8,-3.0,0.8,-1.8,-0.6,2.2
tim10-1 inh,16,12,4,19,-13,-16,-6,-5
XBP1 UPR activ,0,2,0,1,3,0,1,-3
NLRP3 yeast inh,7,25,9,17,10,9,20,7
Mdm2-MdmX inh,32,-19,7,19,12,3,-23,27
tim23-1 inh,31,11,-1,14,-1,2,3,-1
TIM10 inh,-1,-2,-3,10,-11,-12,-6,4
GRIN3A LBD mod,0,0,0,-2,0,-1,2,-5

Sorted by the number under NLRP3 yeast inh (descending): some entries from above
cpd	SMILES	NLRP3 yeast inh	Mdm2-MdmX inh	GRIN3A LBD mod
28	COC(=O)N/N=C/C1=CCC2CC1C2(C)C (stereo unspecified)	17	19	-2
29	COCCn1c(SCC(=O)NCCCN2CCCC2=O)nc2ccccc2c1=O	10	12	0
25	C=C(C)Cc1c(C)c(C#N)c2nc3ccccc3n2c1N1CCCCC1	7	32	0

Continued.
33: C=CCn1c(SCC(=O)Nc2cc(C)on2)nnc1-c1ccccc1OC
34: Cc1cccc(N=N/C(=C\O)C(=O)c2cccs2)c1
35: O=[N+]([O-])/C(C(Cl)=C(Cl)Cl)=C(\Sc1ccccc1)N1CCCCC1
36: CC(C)CC(=O)Nc1cc2c3c(c1)C(C)C(=O)N3CCC2 (stereo unspecified)
37: Cc1ccc(C)c(NC(=O)C2=CCN(S(=O)(=O)c3ccc(F)cc3)CC2)c1
38: Cc1nn(Cc2c(F)c(F)c(F)c(F)c2F)c(C)c1NC(=O)c1ccnn1C
39: O=C(c1ccc(OC2CCN(CCc3ccccc3)CC2)cc1)N1CCC[C@H]1CO
40: CCCCOc1ccc(/C=C/C(=O)NCCc2nc3ccccc3[nH]2)cc1
compound no.,33,34,35,36,37,38,39,40
APJ ag,0,-3,-3,11,-1,6,-1,3
CHOP UPR activ,1.3,4.4,4.0,-0.2,0.7,-0.6,0.0,-1.5
tim10-1 inh,-3,38,44*,-5,19,11,-14,3
XBP1 UPR activ,-1,0,9,0,-1,-1,-6,3
NLRP3 yeast inh,13,17,-6,4,8,-4,12,-4
Mdm2-MdmX inh,-10,40,33,-1,9,-6,8,27
tim23-1 inh,10,58*,39,8,4,20,2,8
TIM10 inh,-2,43*,35,16,-4,2,-2,3
GRIN3A LBD mod,-3,1,0,1,1,2,-6,12*

41: CCN(CC)S(=O)(=O)c1ccc(-c2nnc(SCc3nnc(-c4ccc(C)cc4)o3)o2)cc1
42: Cc1cc2c(ncn2C)c(NS(=O)(=O)c2ccc(F)cc2)c1C
43: Cc1ccc(C(=O)NCC(=O)NCC(=O)OCc2ccc(F)cc2)cc1
44: N#CCSc1nnc(COc2cccc3ccccc23)n1-c1cccc(Cl)c1
45: O=C(O)Cc1ccc2c(c1)N(S(=O)(=O)c1cccs1)CC(C(=O)O)O2 (stereo unspecified)
46: CC1=C(C(=O)N2CCc3ccccc32)C2(CCC(C)CC2)OC1=O (stereo unspecified)
47: C#CCOCCOCCOCCNc1nc(N2CCN(C(=O)[C@H](C(C)C)n3cc(CCO)nn3)CC2)nc(N2CCN(C(=O)[C@H](CCCCN)n3cc(CCCC)nn3)CC2)n1
48: CCc1ccc(NC(=O)c2ccccc2SC)cc1
compound no.,41,42,43,44,45,46,47,48
APJ ag,2,0,-2,-4,-1,0,-5,-2
CHOP UPR activ,-0.9,-0.7,1.3,-0.2,0.1,0.9,-0.5,2.2
tim10-1 inh,11,32,-1,14,2,48*,9,8
XBP1 UPR activ,-1,-2,-2,1,-1,1,0,-1
NLRP3 yeast inh,28,10,5,5,-14,-7,-3,26
Mdm2-MdmX inh,16,23,-3,32,17,1,-18,-38
tim23-1 inh,-2,9,2,4,5,28,4,29
TIM10 inh,4,4,5,22,4,22,0,9
GRIN3A LBD mod,-17,1,-2,-7,0,1,-1,0

49: Cn1c(=O)c2[nH]c(N/N=C(/C#N)C(N)=O)nc2n(C)c1=O
50: N=c1sccn1CC(=O)Nc1cccc2ccccc12
51: COc1ccc(CNC(=O)N[C@H](C(=O)O)C(C)C)cc1OC
52: CC12CCC(C(=O)Nc3nc4ccc(Br)cc4s3)(OC1=O)C2(C)C (stereo unspecified)
53: O=C(COC(=O)c1ccc2c(c1)OCO2)Nc1ccccc1F
54: O=C(OCc1ccccc1)N1CCc2ccccc21
55: Cc1c(NC(=O)/C=C/C(=O)O)cccc1[N+](=O)[O-]
56: O=C(Nc1nccs1)C1CCN(S(=O)(=O)c2cccs2)CC1
57: Cc1ccccc1NC(=O)Cn1cccc1
compound no.,49,50,51,52,53,54,55,56,57
APJ ag,3,2,-3,-3,-3,-2,-2,-1,0
CHOP UPR activ,-1.2,-0.9,1.2,4.1,0.8,1.4,1.9,-2.6,-2.2
tim10-1 inh,-7,13,7,51*,-19,-4,10,19,-12
XBP1 UPR activ,0,0,0,2,-1,-5,-2,-1,-1
NLRP3 yeast inh,15,12,9,-2,15,29,4,2,-1
Mdm2-MdmX inh,18,-35,-2,-16,17,-182,-24,11,8
tim23-1 inh,2,25,5,28,-3,1,-6,4,16
TIM10 inh,9,-6,-13,48*,9,-5,5,3,-5
GRIN3A LBD mod,-2,-1,-1,-12,0,3,0,0,2
